Assay outcomes as filed in PubChem.
WRN inhibitor: qHTS for Inhibitors of WRN Helicase. AID 651768, 2012. WRN helicase unwinding, fluorescent forked duplex, kinetic. Bifunctional 3'-5' exonuclease/ATP-dependent helicase WRN (Homo sapiens), Q14191. 360,000 compounds, 0.46% hits. Potency, µM (series often up to 114 µM), for the others: top-dose activity change, negative = inhibition, usual class: inhibitors; note: potency is the fitted concentration of half-maximal effect; % is set by controls: 0 for no effect and ±100 for the full control effect; nearly all actives have a fitted effect of over 55% in size
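Kinetic red-fluorescence monitoring (525/598 nm) tracks WRN helicase activity after 100 nM fluorophore-quencher forked duplex and 2 mM ATP are added to 20 nM enzyme pretreated 15 min at room temperature with compound.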
Abeta yeast res: qHTS for compounds that reverse cellular toxicity of Amyloid beta (A-beta) peptide in yeast: Primary Screen. Potency, µM (titrated, usually from 46.1 µM), inactives show top-dose growth rescue, most hits filed as activators. AID 1347071, 2019. 410,000 compounds, 0.063% hits. yeast expressing A-beta42, growth rescue, OD600, 48 h; response scale: 0% DMSO, 100% iron-clioquinol control; note: potency is the fitted concentration of half-maximal effect; nearly all actives have a fitted effect of over 55% in size
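Growth rescue measured by 600 nm absorbance after 48 h yeast culture at 30 C with compound. Values normalized between DMSO and an equimolar ferric chloride plus clioquinol control.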
PLK1 PBD block: qHTS for Inhibitors of PLK1-PDB (polo-like kinase 1 - polo-box domain): Primary Screen; Serine/threonine-protein kinase PLK1 (Homo sapiens), P53350; Plk1 PBD binding of FITC phosphopeptide, fluorescence polarization; Potency, µM, for the others: max response, negative = inhibition, actives largely listed as inhibitors; 360,000 compounds, 2.8% hits; note: potency is the fitted concentration of half-maximal effect; series mostly up to about 57 µM; % is set by controls: 0 for no effect and ±100 for the full control effect; nearly all actives have a fitted effect of over 65% in size
Target sequence (P53350 whole entry, looked up, the tested form may be a part): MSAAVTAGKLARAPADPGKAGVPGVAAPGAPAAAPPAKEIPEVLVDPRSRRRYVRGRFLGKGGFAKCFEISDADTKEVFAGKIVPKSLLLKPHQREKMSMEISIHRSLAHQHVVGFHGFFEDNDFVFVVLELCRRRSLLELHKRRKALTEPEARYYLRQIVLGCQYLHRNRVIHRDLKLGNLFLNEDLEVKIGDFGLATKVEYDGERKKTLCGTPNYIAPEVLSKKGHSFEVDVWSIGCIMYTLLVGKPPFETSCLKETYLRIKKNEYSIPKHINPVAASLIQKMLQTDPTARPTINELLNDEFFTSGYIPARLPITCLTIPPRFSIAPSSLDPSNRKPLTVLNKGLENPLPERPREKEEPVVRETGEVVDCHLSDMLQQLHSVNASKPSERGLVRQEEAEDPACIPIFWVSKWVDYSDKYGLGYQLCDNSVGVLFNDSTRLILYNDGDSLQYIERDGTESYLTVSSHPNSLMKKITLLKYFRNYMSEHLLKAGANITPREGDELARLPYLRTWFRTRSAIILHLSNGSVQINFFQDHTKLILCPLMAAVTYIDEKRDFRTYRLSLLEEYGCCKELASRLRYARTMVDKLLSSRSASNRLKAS
PI5P4K alpha inh: qHTS for Inhibitors of phosphatidylinositol 5-phosphate 4-kinase (PI5P4K); PI5P4Kalpha enzyme, ADP-Glo luminescence, 60 min; stronger effect = lower value; max response, %; 330,000 compounds, 1.2% hits; AID 652105, 2013; active = max response of -50% or lower; inconclusive = between -30% and -50%; inactive = -30% or higher; note: value at the top dose of about 77 µM; % is set by controls: 0 for no effect and ±100 for the full control effect
Target sequence (P48426 whole entry, looked up): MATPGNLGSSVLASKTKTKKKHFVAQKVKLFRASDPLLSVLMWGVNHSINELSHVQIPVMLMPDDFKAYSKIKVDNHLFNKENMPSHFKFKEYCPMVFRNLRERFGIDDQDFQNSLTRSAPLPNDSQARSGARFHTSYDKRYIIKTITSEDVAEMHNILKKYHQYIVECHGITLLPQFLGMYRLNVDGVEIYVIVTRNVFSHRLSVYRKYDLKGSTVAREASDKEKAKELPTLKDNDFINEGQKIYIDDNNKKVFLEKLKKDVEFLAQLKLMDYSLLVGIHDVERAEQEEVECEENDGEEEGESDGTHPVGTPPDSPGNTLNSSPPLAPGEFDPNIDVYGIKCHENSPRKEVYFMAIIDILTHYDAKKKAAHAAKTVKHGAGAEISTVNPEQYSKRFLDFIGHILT
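qHTS, 1536-well: enzyme/substrate mix, compound by pin tool, 5 microM ATP final; RT 60 min; ADP-Glo reagents 1 (45 min) then 2 (30 min); luminescence.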
EPAC1 antagonist: qHTS for Antagonist of cAMP-regulated guanine nucleotide exchange factor 3 (EPAC1): primary screen | Rap guanine nucleotide exchange factor 3 (Homo sapiens), O95398 | EPAC1 GEF assay, Rap1b-BODIPY-GDP exchange fluorescence | 360,000 compounds, 0.14% hits | Potency, µM (series often up to 115 µM), without a hit: at the top dose activity change, negative = inhibition, actives largely listed as inhibitors;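 note: potency is the fitted concentration of half-maximal effect; plate controls were vehicle for no effect and positive control for full effect; nearly all actives have a fitted effect of over 50% in size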
IL-2 act: qHTS of IL-2 Activators; IL-2 activation reporter assay, cell-based qHTS; stimulated with anti-CD3/CD4/CD28 beads; in transgenic mouse T cells; activation, % (series mostly up to about 46 µM); 360,000 compounds, 0.065% hits; in the data active = activation above about 50%; inconclusive = mostly about 30% to 49%; note: 0% is about no effect
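Readout is EGFP and DsRed signal by fluorescent plate cytometry after 18 h at 37 degrees C. Transgenic mouse T cells (750/well) received compound for 60 min before bead stimulation (anti-CD3, anti-CD4, anti-CD28); memory T cells served as non-tolerant control.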
FUS suppressor: qHTS for Suppressors of FUS Proteinopathy: Primary screen using FUS-linked yeast assay. S. cerevisiae FUS-expressing, growth rescue, OD600, 24 h. Potency, µM (series often up to 76.6 µM), inactives show at the top dose growth rescue (activation), hits mostly activators. 390,000 compounds, 0.24% hits. AID 1347120, 2019;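 note: potency is the fitted concentration of half-maximal effect; plate controls were DMSO vehicle for no effect and reference control for full effect; nearly all actives have a fitted effect of over 55% in size; some results filed as inactive show a strong effect at the top dose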
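Read-out: OD at 600 nm after 24hr at 30C, reporting rescue of FUS-induced yeast toxicity. Cells at OD 0.005 in galactose (2%) minimal medium; compounds tested in a dilution series; CP55940 titration from 92uM final as control.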
EPAC1 agonist: qHTS for Agonist of cAMP-regulated guanine nucleotide exchange factor 3 (EPAC1): primary screen | 360,000 compounds, 0.073% hits | AID 720707, 2013 | EPAC1 agonist qHTS, biochemical assay; response scale: 100% = response to 6.5 mM cAMP | Potency, µM (doses to about 154 µM), inactives show top-dose activation, most hits filed as activators | Rap guanine nucleotide exchange factor 3 (Homo sapiens), O95398; note: potency is the fitted concentration of half-maximal effect; nearly all actives have a fitted effect of over 60% in size
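EPAC1 100 nM, Rap1B–BODIPY-GDP 250 nM, unlabeled GDP 50 uM; compound titration; 5 min RT; kinetic read ex480/em540 at 5-min intervals ×30 min; data normalized to 6.5 mM cAMP agonist control.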
The depositor's hits bear a star; ? = inconclusive; . = no result given; [ ] = remark or other dose. Unless noted, calls come from the whole dose curve; as a rule, active = well fitted curve in the direction sought with a large enough effect; inconclusive = small, poorly fitted or top-dose-only effect, or another doubt; inactive = no such curve, though single readings can be large; an effect the other way counts as inactive or inconclusive.

SMILES | WRN inhibitor | Abeta yeast res | PLK1 PBD block | PI5P4K alpha inh | EPAC1 antagonist | IL-2 act | FUS suppressor | EPAC1 agonist
O=C(Nc1ccccc1N1CCCC1)c1ccco1 | -5% | -4% | -14% | -1 | -1% | 1.0 | 11% | 3%
O=C(NCCCN1CCOCC1)C(=O)NCC1OCCN1S(=O)(=O)c1ccc(Cl)cc1 (stereo not drawn) | -1% | -2% | -8% | 2 | -1% | 4.8 | -27% | 8%
Cc1ccc(OS(=O)Nc2cccc3nccnc23)cc1 (stereo not drawn) | -6% | -7% | -4% | . | 13% | -3.3 | -2% | 5%
CCOC(=O)c1cccc(N2C(N)=NC(N)=NC2(C)C)c1 | -4% | 5% | -7% | -3 | -1% | 1.6 | -26% | -6%
COc1ccccc1/C=C/C1=NC(=C\C=C/c2ccccc2)/C(=O)O1 | -25% | 15% | -14% | -8 | -24% | -0.5 | 24% | 9%
O=C(CSc1nnc(CCc2nc3ccccc3[nH]2)n1-c1ccccc1)NCc1ccco1 | -12% | 9% | 3% | 2 | 10% | -0.2 | -15% | 2%
CCOC(=O)[C@@H]1[C@H]2COc3ccccc3[C@H]2N2C(=O)N(c3ccc(F)cc3)C(=O)[C@]12C | -4% | -15% | 0% | 1 | 8% | 0.3 | 13% | 6%
COC(=O)[C@]12CCCCC=C1N(CCC1=CCCCC1)C(=O)[C@H](CC(=O)NCc1ccccc1)C2 | -2% | 7% | 0% | -1 | -9% | 0.1 | 41% | -3%
CCOc1cc(C2C(C(=O)c3ccc(C)o3)=C(O)C(=O)N2CCc2ccccc2)ccc1O (stereo not drawn) | 5%[57.1 µM] | -29% | -7% | -7 | 0% | -2.2 | 43% | -5%
COc1cccc(OC)c1C(=O)NC(=S)Nc1ccc(N2CCOCC2)c(Cl)c1 | -16% | -4% | -9% | -2 | 9% | 1.6 | 7% | -1%
CN(CC(=O)N1CCN(Cc2ccccc2)CC1)S(=O)(=O)c1ccc(F)cc1 | -11% | 2% | 2% | 0 | 3% | 2.8 | 5% | 5%
COc1cccc(/C=C/C(=O)OCC(=O)N2c3ccccc3CC2C)c1 (stereo not drawn) | 10% | 8% | 4% | 1 | -2% | -1.6 | -6% | 3%
CCc1ccccc1NC(=O)CC1SCCNC1=O (stereo not drawn) | 6% | 13% | -12% | -5 | -2% | -0.4 | 11% | 1%
CCOC(=O)c1ccccc1NC(=O)c1c(N)n(C)c(=O)[nH]c1=O | 1% | 8% | -13% | 1 | -10% | 0.6 | -32% | 0%
COc1ccc(Nc2nc(N)nc(CSc3nccc(C)n3)n2)cc1 | -2% | -4% | -9% | . | 6% | -1.0 | 28% | 5%
O=S(=O)(O/N=C1\CCCc2ccccc21)c1ccc(Cl)cc1 | -3% | 3% | -2% | 2 | -19% | -0.9 | 18% | 0%
CC(C)c1ccc(/C=C/C(=O)n2nnc3ccccc32)cc1 | -30% | -4% | -22% | 33 | -6% | 0.0 | -13% | 3%
CC1(c2ccc(Cl)cc2)NC(=S)N2C1NC(=S)N2c1ccccc1 (stereo not drawn) | -26% | 13% | -22% | 0 | -28% | -2.4 | 26% | -2%
COc1ccc(-c2c(C)nn3c(C(F)(F)F)cc(C)nc23)cc1 | 0% | -4% | 1% | 7 | 8% | -0.6 | 14% | -6%
CCN1CCN(C(=O)C2=CC(c3ccc(C)cc3)=NS(=O)(=O)N2C)CC1 | 0% | -13% | -7% | 4 | 2% | -1.9 | -8% | -8%
CN=C1c2cc3c(Br)c(OC)ccc3n2CCN1C | 19% | -2% | 2% | . | 2% | -1.8 | 0% | -5%
CCCCN(Cc1ccccc1)C(=O)C1CCCN(S(=O)(=O)c2cnc[nH]2)C1 (stereo not drawn) | -1% | 12% | -1% | 2 | 6% | -2.5 | -2% | -20%
COc1cc(C2c3c(oc4ccccc4c3=O)C(=O)N2Cc2ccco2)ccc1O (stereo not drawn) | -16% | 4% | -7% | 1 | -11% | -0.3 | 17% | 1%
CN(C)S(=O)(=O)c1cccc(NC(=O)c2ccccc2SCC(=O)N2CCCC2)c1 | 0% | 12% | -2% | 4 | 7% | -1.3 | -2% | 6%
COc1ccc(CNC(=O)CCCn2nc(C)n3ccnc3c2=O)cc1 | -3% | 7% | -12% | -5 | -1% | 1.2 | -24% | 0%
CCC(OC(=O)c1ccc(S(C)(=O)=O)c([N+](=O)[O-])c1)C(=O)NC1C2CC3CC(C2)CC1C3 (stereo not drawn) | . | -37% | . | . | -16% | -1.0 | 1% | -18%
Brc1ccc(CNCCCSc2ncccn2)cc1 | 3% | 6% | -2% | -10 | 4% | 0.3 | -17% | -6%
CN(C)c1ccc(/C=N/N=C(N)N)cc1[N+](=O)[O-] | -13% | -12% | -12% | 0 | -15% | 0.3 | 37% | 7%
CCOC(=O)C1CCN(C(=O)CN(c2ccc(Cl)c(C(F)(F)F)c2)S(C)(=O)=O)CC1 | 3% | 15% | -7% | 2 | -5% | -0.3 | 43% | -7%
CCOc1ccc(N(CC(=O)Nc2cccc(C)c2)S(C)(=O)=O)cc1 | -24% | -1% | -3% | 4 | -15% | -0.4 | -3% | 1%

Continued; it opens with the 6 that closed the last part.
SMILES | WRN inhibitor | Abeta yeast res | PLK1 PBD block | PI5P4K alpha inh | EPAC1 antagonist | IL-2 act | FUS suppressor | EPAC1 agonist
COc1ccc(CNC(=O)CCCn2nc(C)n3ccnc3c2=O)cc1 | -3% | 7% | -12% | -5 | -1% | 1.2 | -24% | 0%
CCC(OC(=O)c1ccc(S(C)(=O)=O)c([N+](=O)[O-])c1)C(=O)NC1C2CC3CC(C2)CC1C3 (stereo not drawn) | . | -37% | . | . | -16% | -1.0 | 1% | -18%
Brc1ccc(CNCCCSc2ncccn2)cc1 | 3% | 6% | -2% | -10 | 4% | 0.3 | -17% | -6%
CN(C)c1ccc(/C=N/N=C(N)N)cc1[N+](=O)[O-] | -13% | -12% | -12% | 0 | -15% | 0.3 | 37% | 7%
CCOC(=O)C1CCN(C(=O)CN(c2ccc(Cl)c(C(F)(F)F)c2)S(C)(=O)=O)CC1 | 3% | 15% | -7% | 2 | -5% | -0.3 | 43% | -7%
CCOc1ccc(N(CC(=O)Nc2cccc(C)c2)S(C)(=O)=O)cc1 | -24% | -1% | -3% | 4 | -15% | -0.4 | -3% | 1%
CC(=O)c1cccc(NC(=O)C(C)OC(=O)CCCN=C2NS(=O)(=O)c3ccccc32)c1 (stereo not drawn) | -3% | -4% | -7% | 0 | 18% | -1.3 | 22% | 7%
CC1CC(C)CN(C(=S)Nc2ccc(SC(F)F)cc2)C1 (stereo not drawn) | 4% | ? | -9% | 7 | 7% | 0.4 | 11% | -9%
CC(Oc1ccc(Cl)cc1Cl)C(=O)Nc1ccncc1 (stereo not drawn) | -1% | 13% | -5% | -1 | 5% | -2.8 | -2% | -3%
Cc1ccc(-n2nc3c(=O)n(CCCC(=O)NCc4cccc(Cl)c4)nc(C)c3c2C)cc1 | 1% | . | -4% | 7 | ? | 0.8 | ? | -8%
COc1ccc(NC(=O)CCCn2c(=O)c3sccc3n(Cc3ccc(C)cc3C)c2=O)cc1 | 1% | 10% | -2% | 2 | -13% | -0.1 | . | -9%
O=S(c1ccsc1)c1ccsc1 | 0% | -13% | -2% | -8 | 7% | 1.1 | -2% | -9%
Cc1noc(C)c1COC(=O)C1CC(O)CN1S(=O)(=O)c1ccc(Cl)cc1 (stereo not drawn) | -3% | 2% | -4% | 3 | 4% | -3.0 | -4% | -5%
COc1ccc(NC(=O)C2C3C=CC(O3)C2C(=O)O)cc1 (stereo not drawn) | 10% | -11% | -14% | -7 | -12% | -0.6 | -24% | 4%
CCOC(=O)C1(CC2CCCCO2)CCN(Cc2ccc(OC)cc2F)CC1 (stereo not drawn) | 1% | 9% | ? | 1 | 13% | -3.9 | -19% | -3%
Cc1ccc(NC(=O)C(C)OC(=O)/C=C/c2ccccc2)cc1 (stereo not drawn) | 6% | -9% | -4% | -3 | -26% | -3.4 | -22% | 10%
COCCc1ccc(OC2(C)CCN(Cc3cccc(OCOC)c3)C2)cc1 (stereo not drawn) | 0% | -4% | -3% | 0 | -14% | 0.5 | 8% | -14%
COc1ccc(OC)c(NC(=O)CCS(=O)(=O)c2cc3c(cc2C)NC(=O)CO3)c1 | 7% | 5% | -5% | 0 | 2% | -2.4 | 4% | 3%
O=C(NCCCN1CCOCC1)c1ccccc1NS(=O)(=O)c1ccc(Br)cc1 | 7% | -4% | -12% | -12 | 9% | 1.0 | 5% | 2%
Cc1ccnc(NCc2cc(C)ccc2O)c1 | -2% | 0% | -2% | 0 | 5% | 0.1 | -5% | -2%
Cc1ccc(C(C)NC(=O)COC(=O)C2=COCCO2)cc1C (stereo not drawn) | 6% | -11% | 3% | 0 | 9% | -0.2 | -11% | 1%
Cc1ccc(NC(=O)C2CCCN2C(=O)Oc2ccccc2)cc1 (stereo not drawn) | -3% | 26% | -3% | 4 | -10% | 0.2 | -13% | 2%
NNC(=O)c1[nH]c2ccccc2c1-c1ccccc1 | 1% | 15% | -27% | -17 | -24% | -2.0 | 11% | 2%
CCCN(CCC)C(=O)Cn1c(=O)c2sccc2n2c(=S)sc(-c3ccccc3)c12 | 6% | -13% | -27% | -1 | -10% | -3.1 | -14% | 8%
O=C(NCc1ccccn1)c1ccc(N2CCCC2)c([N+](=O)[O-])c1 | -7% | -18% | -11% | -1 | -11% | 8.5 | 9% | 8%
Cc1ccc(C2C3CSCC=C3C(C#N)=C(N)C2(C#N)C#N)cc1 (stereo not drawn) | -21% | -24% | ? | . | -2% | 2.4 | ? | 19%
Cc1cccc(N2CCN(C(=O)CCn3c(=O)[nH]c4ccccc4c3=O)CC2)c1C | 4% | 11% | -7% | 0 | 7% | -0.2 | -7% | 1%
